CHO-K1 Ca antag: nonselective inhibitor or artifact in parental CHO-K1 cells; ATP-induced calcium, Fluo-8 fluorescence; inhibition, % at 3 µM; hit rate 0.6% among 360,000; AID 602250;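 active = inhibition above a per-plate cutoff, the plate's mean sample inhibition plus 3 SD, cut at about 24% in these data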;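 note: 0% = DMSO plus EC80 ATP and 100% = DMSO alone without ATP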
M4 antag: CHRM4 antagonism in calcium assay. inhibition, % at 3 µM. AID 624125. hit rate 0.73% among 360,000. CHO-hM4 cells, ACh EC80, Fluo-8 calcium fluorescence. P08173;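 active = inhibition above its plate's cutoff, the mean inhibition of sample wells plus 3 SD, cut at about 27% in these data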;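 note: 0% = acetylcholine EC80 with DMSO and 100% = DMSO without agonist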
M1 antag: antagonists of human M1 muscarinic receptor; AID 588852; P11229; CHO-K1 hM1, Fluo-8 calcium fluorescence, ACh EC80 antagonist; hit rate 1.3% among 360,000; inhibition, % at 3 µM;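 active = percent inhibition above its own plate's cutoff, namely the mean of that plate's compound wells plus 3 SD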;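 note: peak over basal fluorescence ratio during 140 s after agonist addition; 0% = ACh EC80 plus DMSO and 100% = DMSO alone without agonist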
Target sequence (P11229 whole entry, looked up): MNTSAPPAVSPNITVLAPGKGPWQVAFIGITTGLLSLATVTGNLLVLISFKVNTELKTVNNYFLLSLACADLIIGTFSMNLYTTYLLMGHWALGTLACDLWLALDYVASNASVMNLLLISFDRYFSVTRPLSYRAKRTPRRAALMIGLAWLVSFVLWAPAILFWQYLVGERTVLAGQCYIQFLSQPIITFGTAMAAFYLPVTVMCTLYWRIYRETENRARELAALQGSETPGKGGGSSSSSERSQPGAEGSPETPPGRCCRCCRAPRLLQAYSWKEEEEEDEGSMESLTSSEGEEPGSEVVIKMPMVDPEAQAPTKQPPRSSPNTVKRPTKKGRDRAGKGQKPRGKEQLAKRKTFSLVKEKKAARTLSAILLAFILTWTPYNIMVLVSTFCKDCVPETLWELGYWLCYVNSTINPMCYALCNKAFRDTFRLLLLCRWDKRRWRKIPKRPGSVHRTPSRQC
M1 PAM: human CHRM1 positive allosteric modulation | P11229 | CHO-K1 hM1, Fluo-8 calcium fluorescence, ACh EC20; 0% = ACh EC20, 100% = maximal ACh | activation, % at 3 µM | hit rate 0.088% among 360,000 | AID 588819; in the data active = activation above about 19%, passing the limit was not always enough
CHRM1 agonist: activates human CHRM1 receptor; P11229; CHO-K1 hM1, Fluo-8 calcium fluorescence, agonist mode; 0% DMSO, 100% acetylcholine EC100; activation, % at 3 µM; hit rate 0.33% among 360,000; AID 588814;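 active = activation above the run's mean compound activation plus 3 SD, cut at about 16% in these data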;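 note: peak over basal fluorescence ratio within a 140 s kinetic read after compound addition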
M4 ag: agonists of human muscarinic M4 receptor (CHRM4); CHO-K1 hM4/Gqi5, Fluo-8 calcium fluorescence; vehicle 0%, full acetylcholine response 100%; P08173; activation, % at 3 µM; hit rate 0.14% among 360,000;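 active = activation above the run mean over all test wells plus 3 SD, cut at about 32% in these data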;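 note: peak over basal fluorescence ratio per well then scaled between controls; 0% = DMSO wells and 100% = acetylcholine at EC100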
CHO parental Ca: counter-screen for OX1R antagonists: effect in parental CHO cells. inhibition, % at 5.6 µM. AID 463079. parental CHO-K1, ATP-induced calcium, Fluo-8 fluorescence. hit rate 0.63% among 330,000;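 active = inhibition above that plate's mean sample inhibition plus 3 SD, cut at about 26% in these data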;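 note: 0% = ATP-challenged DMSO wells and 100% = DMSO wells without ATP; some compounds past the cut are filed as inactive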
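Material – parental CHO cells · Reagent – ATP stimulus · Compound – single nominal dose of 5.6 µM per compound · Detection – Fluo-8 fluorescence · Read-out basis – percent inhibition of calcium signal · Controls – ATP-challenged DMSO wells low, unchallenged DMSO wells high · Repeats – no replicates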
M1 ag parental: M1 agonist counterscreen hit in parental CHO-K1 cells; hit rate 0.48% among 360,000; activation, % at 3 µM; Fluo-8 calcium fluorescence; scaled to maximal ATP response, vehicle zero; in the data active = activation above about 15%;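 note: untransfected CHO-K1 host cells lacking M1 receptor as counterscreen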
OXTR potentiate: human OXTR potentiation; CHO-OTR cells, Fluo-8 calcium fluorescence, potentiator mode; 0% = oxytocin EC15, 100% = EC100; hit rate 0.061% among 320,000; activation, % at 3 µM; P30559;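 active = activation above that plate's cutoff, the mean activation of tested compounds plus 3 SD, cut at about 6.6% in these data, passing the limit was not always enough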;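 note: 100% uses oxytocin at 75 nM as the full agonist control; some results filed as inactive read as strong as hits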
Target sequence (P30559 whole entry, looked up): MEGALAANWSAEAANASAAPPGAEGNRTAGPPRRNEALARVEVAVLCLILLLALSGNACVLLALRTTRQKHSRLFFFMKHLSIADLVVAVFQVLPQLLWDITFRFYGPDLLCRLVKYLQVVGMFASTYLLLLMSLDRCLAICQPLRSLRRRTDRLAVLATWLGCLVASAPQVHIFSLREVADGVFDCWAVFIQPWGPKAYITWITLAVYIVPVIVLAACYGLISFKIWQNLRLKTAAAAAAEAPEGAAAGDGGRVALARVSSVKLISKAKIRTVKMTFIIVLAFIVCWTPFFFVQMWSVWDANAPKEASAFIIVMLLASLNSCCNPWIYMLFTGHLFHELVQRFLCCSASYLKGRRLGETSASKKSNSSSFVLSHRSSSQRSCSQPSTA
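Assay system: CHO cell line stably expressing human OTR | Also added: Oxytocin at about EC15, sub-maximal agonist stimulus | Times: Compound 6 min at room temperature before oxytocin, 100 s read | Measured by: Fluo-8 intracellular calcium fluorescence, ex 470-495, em 515-575 nm | Controls: EC15 oxytocin alone as 0%, 75 nM oxytocin as 100%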
Numbers without * were called inactive; . = not tested or not shown.

SMILES | CHO-K1 Ca antag | M4 antag | M1 antag | M1 PAM | CHRM1 agonist | M4 ag | CHO parental Ca | M1 ag parental | OXTR potentiate
Cc1ccc(C(C)C)c(OCC(=O)NNC(=O)CC2OC(=O)c3ccccc32)c1 (stereo not drawn) | 0 | 7 | 7 | -1 | -2 | 3 | -16 | 0.2 | -3
COc1cc(CNCCO)cc(Br)c1OCc1ccccc1 | -11 | -1 | -3 | 1 | -4 | 2 | -7 | 0.9 | -2
COc1cccc(OC)c1OCCN1CCCC1 | -7 | -18 | -29 | 13 | -9 | 1 | -8 | 1.0 | 5
O=C(CSc1nc(-c2ccccc2)cs1)N1CCN(C(=O)c2ccco2)CC1 | -5 | -20 | 2 | 4 | -3 | 8 | -18 | 2.4 | -13
Cc1ccc(C(=O)Nc2ccc3nccnc3c2)cc1 | -13 | -3 | -8 | 6 | -3 | 2 | -22 | 0.5 | -8
CCOC(=O)CC[C@H](NC(=O)Cn1cnc(C(=O)Nc2ccc(C)c(C)c2)n1)C(=O)OCC | -14 | -12 | -12 | 4 | -4 | 3 | -13 | 1.8 | .
CCCCC(=O)Nc1ccc(N2CCN(S(C)(=O)=O)CC2)cc1 | 21 | 7 | 4 | 4 | 0 | 2 | 1 | -0.1 | -5
CC[C@]12c3[nH]c4cc(-c5ccco5)ccc4c3CCN1C(=O)[C@@H](CC(=O)NCCN1CCOCC1)C[C@@H]2C(=O)N1CCN(C(=O)C2CC2)CC1 | 5 | 0 | -16 | 8 | -3 | 2 | -12 | 0.0 | .
CC1(C(=O)NS(=O)(=O)c2ccc(F)cc2F)CCN1C(=O)c1ccccc1CCc1ccccc1 (stereo not drawn) | -5 | -11 | -17 | 1 | -4 | 1 | . | 0.3 | .
O=C(NNc1nc2ccccc2o1)c1ccccc1 | -6 | -10 | -22 | 17 | 15 | 1 | -12 | 0.6 | 7
CCc1nnc(NC(=O)c2ccc(COc3ccccc3Cl)o2)s1 | 3 | 3 | -13 | 11 | -4 | 1 | -14 | 1.6 | -3
COCCn1c(C)nnc1SCC(=O)NNC(=O)c1ccc(Br)cc1 | -8 | -18 | 1 | 4 | -5 | 2 | . | 1.4 | .
Cc1n[nH]c(=S)n1/N=C/c1ccccc1OCc1ccc(Cl)cc1 | 14 | 22 | 19 | -16 | -6 | -2 | -24 | 0.0 | -11
COc1ccc(OC)c(-n2cc3c(=O)n(C)c(=O)n(C)c3c2)c1 | 1 | -7 | -44 | 11 | 0 | 0 | -19 | -0.3 | -1
CC(C)C1Oc2ccccc2N(CC(=O)N(Cc2ccncc2)Cc2ccco2)C1=O (stereo not drawn) | 1 | 23 | 3 | 0 | -4 | 4 | -28 | 3.6 | -5
COc1cc(NC(=O)c2nccnc2C(=O)O)cc(OC)c1 | -3 | -3 | -5 | 3 | -2 | 0 | -7 | 0.0 | -3
O=C(CSc1ccc(-c2ccco2)nn1)NCc1ccc2c(c1)OCO2 | -11 | -4 | -12 | 7 | -4 | 0 | -9 | 0.4 | 10
Cc1ccccc1N1CCN(C2CCCN(C(=O)CCN3CCCCC3=O)C2)CC1 (stereo not drawn) | -12 | -25 | 3 | 3 | -3 | 2 | -12 | 0.1 | -14
Cc1ccc(C(=O)C[n+]2ccc(-c3nnc4n3CCC4)cc2)cc1 | 12 | 5 | -7 | 6 | -10 | 0 | 6 | -0.6 | -3
CN(C)c1ccc(/C=C2\N=C(c3ccc(Cl)c([N+](=O)[O-])c3)NC2=O)cc1 | 17 | -6 | 1 | 3 | 0 | 1 | 13 | 0.8 | -13
COc1ccc(Cl)cc1-c1n[nH]c(=S)o1 | 4 | 0 | -7 | 9 | 0 | 1 | -2 | -0.1 | -7
COc1ccc(C(C(=O)NC2CCCCC2)N(C(=O)CCl)c2ccc(Cl)cc2)cc1 (stereo not drawn) | -7 | 20 | 11 | -4 | -7 | 3 | 1 | 2.6 | -9
COC(=O)c1ccc(CSc2nc3c(cnn3-c3ccccc3)c(=O)[nH]2)o1 | -16 | 5 | -1 | -3 | -9 | 1 | -16 | 4.4 | -11
CC(C)Oc1ccccc1-c1cc(C(=O)N/N=C/c2cccnc2)c2ccccc2n1 | 0 | 3 | 5 | -1 | -1 | 10 | -27 | 6.9 | -3
Cc1ccc(SCC(=O)N2CCCC2)cc1 | 3 | 6 | 0 | 6 | 4 | 0 | -6 | 0.0 | -17

Ordered by formula weight (rising): three of the compounds above.
SMILES | CHO-K1 Ca antag | M4 antag | M1 antag | M1 PAM | CHRM1 agonist | M4 ag | CHO parental Ca | M1 ag parental | OXTR potentiate
Cc1ccc(C(=O)C[n+]2ccc(-c3nnc4n3CCC4)cc2)cc1 | 12 | 5 | -7 | 6 | -10 | 0 | 6 | -0.6 | -3
Cc1ccccc1N1CCN(C2CCCN(C(=O)CCN3CCCCC3=O)C2)CC1 (stereo not drawn) | -12 | -25 | 3 | 3 | -3 | 2 | -12 | 0.1 | -14
O=C(CSc1nc(-c2ccccc2)cs1)N1CCN(C(=O)c2ccco2)CC1 | -5 | -20 | 2 | 4 | -3 | 8 | -18 | 2.4 | -13

Continuation:
SMILES | CHO-K1 Ca antag | M4 antag | M1 antag | M1 PAM | CHRM1 agonist | M4 ag | CHO parental Ca | M1 ag parental | OXTR potentiate
COc1ccc(NC(=O)C2CCCN2C(=O)NCc2ccccc2)cc1 (stereo not drawn) | -7 | -2 | -9 | 5 | -10 | 0 | 5 | 0.0 | 2
Cc1ccc(N(NC(=O)C(C)(C)O)C(=O)c2ccccc2)cc1C | -10 | 3 | 2 | 0 | -4 | 0 | -5 | -0.1 | 5
CCCCN1C(N)=NC[C@@H]1CC1CCCCC1 | -5 | -2 | 4 | 3 | -13 | 1 | -10 | 0.1 | 0
COc1ccc(NC(=O)c2ccc(C(=O)c3cc(OC)ccc3OC)cc2)cc1 | -4 | -12 | 4 | 2 | -4 | 0 | -7 | -0.1 | -6
OC(CN1CCCCC1)CN(c1ccccc1)c1ccccc1 (stereo not drawn) | 11 | 5 | 51* | -25 | -10 | 1 | -6 | 0.3 | 4
COc1cc(CN2CCN(c3ccccc3C)CC2)cc([N+](=O)[O-])c1O | -1 | -3 | 6 | 2 | -7 | 0 | -10 | -0.2 | -2
COc1ccc(C(=O)N2CCN(S(=O)(=O)c3ccc(Cl)cc3)CC2)cc1OC | -7 | 18 | -7 | 8 | -5 | 1 | 5 | 1.7 | 6
Cc1ccc(C(=O)NCC(=O)OCCCn2c(=O)[nH]c3ccccc32)cc1C | 6 | -3 | -13 | 6 | -3 | 5 | . | 0.9 | .
COCCn1cnnc1SCC(=O)Nc1cccc(S(=O)(=O)N2CCCCC2)c1 | -10 | -19 | -17 | 8 | -2 | 1 | -15 | 0.8 | -3
O=C(COc1ccc2ccccc2c1)N1CCN(C(=O)c2cccnc2)CC1 | 17 | 1 | 3 | 1 | -2 | 2 | -20 | 0.4 | -10
CC(=O)C1=C(O)C(=O)N(c2ccc(Br)cn2)C1c1ccc(Br)cc1 (stereo not drawn) | -4 | 9 | 9 | 4 | 13 | 20 | -4 | 5.5 | 0
CCN(CC)c1nc(NNC(=O)c2ccccc2)nc(N(CC)CC)n1 | -6 | -13 | -9 | 0 | -4 | 2 | . | 0.5 | .
COC(=O)c1c(-c2ccccc2)oc2c1C(OCCO)CCC2 (stereo not drawn) | -13 | 6 | . | . | . | 0 | . | 0.9 | .
O=C(COC(=O)c1ccc(Br)o1)Nc1cccc(S(=O)(=O)N2CCCCCC2)c1 | 0 | 6 | -3 | -4 | 2 | 11 | 18 | 4.7 | -10
CC(=O)Nc1cccc(C(=O)Nc2cccc(S(=O)(=O)NCc3ccco3)c2)c1 | -4 | 12 | 0 | -1 | -4 | 0 | -2 | 0.0 | -4
COc1cc(C=NC2CCCCC2)ccc1O | -1 | 0 | -10 | 4 | -1 | 0 | . | 3.0 | .
O=c1c2c3c(sc2nc2sc(C4CC4)nn12)CCCC3 | -3 | -1 | -6 | 1 | -2 | 0 | -19 | 0.4 | -19
Cc1c(Cl)cccc1NC(=O)CNC(=O)CCCc1nc2ccccc2c(=O)[nH]1 | 1 | -5 | -13 | 9 | -3 | 1 | . | 0.4 | .
COc1cc(/C=N/Nc2ccccn2)ccc1O | 5 | 15 | -14 | 14 | -4 | 0 | 1 | 0.1 | -6
Cc1ccc(C)c(NC(=O)Nn2cnnc2)c1 | 0 | -4 | -15 | 13 | -1 | 1 | 3 | 0.3 | -4
CC1CCCC(C)N1C(=O)COC(=O)COc1ccc(C#N)cc1 (stereo not drawn) | -4 | 14 | -10 | 8 | 1 | 3 | -11 | 2.0 | -4
O=C(NC(Cc1ccccc1)C(=O)O)NC12CC3CC(CC(C3)C1)C2 (stereo not drawn) | -13 | 1 | -21 | 9 | -2 | -1 | -11 | 1.1 | -1
CSC1=C(C#N)C(c2sccc2C)CC(=O)N1 (stereo not drawn) | -7 | -6 | -6 | 11 | -4 | 2 | -8 | 0.1 | -1
CC1(C)CC(=O)C=C(c2ccc(COC(=O)/C=C/c3ccccc3)cc2)C1=O | -4 | -3 | -13 | 3 | -1 | 8 | . | 1.4 | .
COc1cccc(NC(=O)CN(C)C(=O)C23CC4CC(CC(Cl)(C4)C2)C3)c1 | -14 | 1 | -1 | 8 | -3 | 2 | -16 | 1.5 | -10
COc1ccccc1CC(=O)Nc1ccc(O)cc1C(=O)O | 14 | 3 | 11 | -1 | 0 | -1 | -5 | -0.2 | -8
CCOC(=O)c1[nH]c2ccccc2c1NC(=O)CC(C)(C)C | -1 | 3 | -2 | 6 | -5 | 1 | -13 | 0.2 | -5
CCOc1cc(C(=O)OCC(=O)c2cc(C)n(CC3CCCO3)c2C)ccc1OCC(=O)N1CCOCC1 (stereo not drawn) | 7 | -1 | -1 | 6 | -3 | 3 | -1 | 0.5 | -6

Random excerpt: 5 entries already listed.
SMILES | CHO-K1 Ca antag | M4 antag | M1 antag | M1 PAM | CHRM1 agonist | M4 ag | CHO parental Ca | M1 ag parental | OXTR potentiate
COc1cccc(OC)c1OCCN1CCCC1 | -7 | -18 | -29 | 13 | -9 | 1 | -8 | 1.0 | 5
COc1ccccc1CC(=O)Nc1ccc(O)cc1C(=O)O | 14 | 3 | 11 | -1 | 0 | -1 | -5 | -0.2 | -8
COc1cc(C=NC2CCCCC2)ccc1O | -1 | 0 | -10 | 4 | -1 | 0 | . | 3.0 | .
O=C(NC(Cc1ccccc1)C(=O)O)NC12CC3CC(CC(C3)C1)C2 (stereo not drawn) | -13 | 1 | -21 | 9 | -2 | -1 | -11 | 1.1 | -1
COc1ccc(OC)c(-n2cc3c(=O)n(C)c(=O)n(C)c3c2)c1 | 1 | -7 | -44 | 11 | 0 | 0 | -19 | -0.3 | -1
